PAFAH2 inh: PAFAH2 enzyme inhibitors, primary screen, biochemical, fluorescence polarization, human | Platelet-activating factor acetylhydrolase 2, cytoplasmic (Homo sapiens), Q99487 | recombinant PAFAH2, FP-rhodamine activity probe | inhibition, % at 3.39 µM | 340,000 tested, 0.99% active | AID 492956, 2010;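 active means inhibition above the mean over all tested compounds plus 3 SD, cut at about 30% in these data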;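 further: inhibitors block probe labeling of enzyme so polarization drops; 0% = enzyme with DMSO and 100% = wells lacking PAFAH2 protein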
GSTO1 counter: inhibitors of recombinant GSTO1, primary screen, counter-screen for RBBP9 inhibitor project, biochemical, fluorescence polarization | Glutathione S-transferase omega-1 (Homo sapiens), P78417 | activity-based probe fluorescence polarization | inhibition, % at 5.96 µM | 300,000 tested, 1.1% active | AID 1974, 2009;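 active means inhibition above the campaign mean inhibition plus 3 SD, cut at about 35% in these data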;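 further: 0% = GSTO1-1 with DMSO and 100% = wells lacking GSTO1-1 enzyme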
PME-1 inh: PME-1 inhibitors via competitive probe labeling, primary screen, biochemical, fluorescence polarization, FP-Rh probe, HTS; 320,000 tested, 0.53% active; AID 2130, 2009; inhibition, % at 5.9 µM; recombinant PME-1; Protein phosphatase methylesterase 1 (Homo sapiens), Q9Y570;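 active means inhibition above the campaign mean of all compounds plus 3 SD, cut at about 26% in these data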;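 further: competitive labeling of PME-1 active site by serine hydrolase directed probe; 0% = PME-1 with DMSO and 100% = wells lacking PME-1 enzyme; inhibitors block probe labeling so polarization falls and inhibition rises; many of its hits are not listed in these tables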
LYPLA2 counter: LYPLA2 inhibitors, primary screen, counter-screen for PME1 inhibitor project, biochemical, fluorescence polarization, FP-Rh probe ABPP | inhibition, % at 5.9 µM | recombinant LYPLA2 | 320,000 tested, 0.38% active | AID 2177, 2009;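 active means inhibition above the screen-wide mean plus 3 SD, limit set per campaign, cut at about 26% in these data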;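 further: 0% = LYPLA2 with DMSO and 100% = wells lacking LYPLA2 enzyme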
Target sequence (O95372 whole entry, looked up): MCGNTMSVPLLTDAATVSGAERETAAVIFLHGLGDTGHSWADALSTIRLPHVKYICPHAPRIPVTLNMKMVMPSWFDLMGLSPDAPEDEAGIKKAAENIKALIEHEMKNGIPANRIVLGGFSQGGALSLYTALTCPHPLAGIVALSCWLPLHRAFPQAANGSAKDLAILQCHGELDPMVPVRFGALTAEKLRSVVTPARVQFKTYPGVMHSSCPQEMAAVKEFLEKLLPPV
PAFAH1B3 FP inh: PAFAH1B3 enzyme inhibitors, primary screen, biochemical, fluorescence polarization, human; Platelet-activating factor acetylhydrolase IB subunit alpha1 (Homo sapiens), Q15102; recombinant PAFAH1B3, FP-rhodamine probe; inhibition, % at 3.39 µM; 340,000 tested, 0.28% active; AID 492972, 2010;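 active means inhibition above the screen-wide average of all tested compounds plus 3 SD, cut at about 25% in these data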;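 further: 0% = enzyme with DMSO only and 100% = wells lacking PAFAH1B3 protein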
pPAFAH FP inh: pPAFAH enzyme inhibitors, primary screen, biochemical, fluorescence polarization, human. Platelet-activating factor acetylhydrolase (Homo sapiens), Q13093. recombinant pPAFAH, FP-rhodamine probe fluorescence polarization. 330,000 tested, 1.5% active. AID 463082, 2010. inhibition, % at 3.39 µM;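 active means inhibition above the mean inhibition across the screen plus 3 SD, cut at about 25% in these data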;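 further: inhibitors block binding of the rhodamine activity-based probe so polarization drops; 0% = enzyme with DMSO and 100% = wells lacking pPAFAH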
Target sequence (Q13093 whole entry, looked up): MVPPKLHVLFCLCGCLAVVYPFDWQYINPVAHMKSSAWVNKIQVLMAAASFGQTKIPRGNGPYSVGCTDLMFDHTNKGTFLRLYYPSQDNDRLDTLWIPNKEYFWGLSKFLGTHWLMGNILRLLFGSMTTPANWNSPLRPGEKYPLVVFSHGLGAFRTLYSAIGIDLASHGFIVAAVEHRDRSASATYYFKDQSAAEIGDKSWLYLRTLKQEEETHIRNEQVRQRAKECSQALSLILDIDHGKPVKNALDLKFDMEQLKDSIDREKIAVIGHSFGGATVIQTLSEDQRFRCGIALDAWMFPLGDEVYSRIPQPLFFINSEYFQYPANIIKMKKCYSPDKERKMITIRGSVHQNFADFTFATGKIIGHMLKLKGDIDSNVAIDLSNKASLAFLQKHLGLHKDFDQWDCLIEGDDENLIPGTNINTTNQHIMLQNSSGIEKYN
PAD4 inh: human PAD4 inhibitors, primary screen, biochemical, fluorescence polarization, 1536-well format | recombinant PAD4, RCA probe fluorescence polarization | inhibition, % at 6.36 µM | 330,000 tested, 0.41% active | AID 485272, 2010;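 active means percent inhibition above a cutoff equal to the mean of all tested compounds plus 3 SD, cut at about 15% in these data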;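 further: 0% = PAD4 with RCA probe and DMSO and 100% = probe without PAD4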
LYPLA1 inh: LYPLA1 inhibitors, primary screen, counter-screen for PME1 inhibitor project, biochemical, fluorescence polarization, FP-Rh probe ABPP | Acyl-protein thioesterase 1 (Homo sapiens), O75608 | recombinant LYPLA1 | inhibition, % at 5.9 µM | 320,000 tested, 0.16% active | AID 2174, 2009;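 active means inhibition above the mean of all tested compounds plus 3 SD, set per campaign, cut at about 14% in these data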;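 further: inhibitors block serine hydrolase probe labeling of LYPLA1 so polarization falls; 0% = enzyme with DMSO and 100% = wells lacking LYPLA1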
PAFAH1B2 inh: PAFAH1B2 enzyme inhibitors, primary screen, biochemical, fluorescence polarization, human | recombinant PAFAH1B2, FP-rhodamine activity probe | Platelet-activating factor acetylhydrolase IB subunit alpha2 (Homo sapiens), P68402 | 340,000 tested, 1.2% active | inhibition, % at 3.39 µM;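 active means inhibition above the mean of all tested compounds plus 3 SD, cut at about 24% in these data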;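 further: 0% = enzyme with DMSO and 100% = wells lacking PAFAH1B2; many of its hits are not listed in these tables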
Target sequence (P68402 whole entry, looked up): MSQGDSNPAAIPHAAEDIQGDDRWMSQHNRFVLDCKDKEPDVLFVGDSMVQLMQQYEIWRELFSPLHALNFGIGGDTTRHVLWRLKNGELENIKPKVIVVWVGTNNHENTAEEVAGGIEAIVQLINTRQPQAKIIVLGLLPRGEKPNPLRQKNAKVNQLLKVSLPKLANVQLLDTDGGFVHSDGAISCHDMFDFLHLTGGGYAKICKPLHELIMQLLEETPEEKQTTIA
* hit, by the source's call. Not all compounds are listed; rates above refer to the full screens.

Screening COc1cc(NC(=O)c2cc3ccccc3cc2OC)ccc1NC(=O)c1cccs1 returned PAFAH2 inh -6, GSTO1 counter 0, PME-1 inh -4, LYPLA2 counter -8, PAFAH1B3 FP inh -5, pPAFAH FP inh 9, PAD4 inh -8, LYPLA1 inh -10 and PAFAH1B2 inh -10.
Screening CCOC(=O)c1[nH]c2ccc(C)cc2c1N=C(C)N(C)C returned PAFAH2 inh 2, GSTO1 counter 4, PME-1 inh 4, LYPLA2 counter 1, PAFAH1B3 FP inh 1, pPAFAH FP inh -4, PAD4 inh -1, LYPLA1 inh 1 and PAFAH1B2 inh 2.
Cc1cc(C)c(OCC(=O)N/N=C/c2ccco2)c(C)c1 was read as PAFAH2 inh -5, GSTO1 counter -3, PME-1 inh 0, LYPLA2 counter 5, PAFAH1B3 FP inh 5, pPAFAH FP inh -1, PAD4 inh -3, LYPLA1 inh 0 and PAFAH1B2 inh 2.
`O=C(NC1=NCCS1)C12CC3CC(C1)CC(C(=O)NC1=NCCS1)(C3)C2` gave PAFAH2 inh -4, GSTO1 counter 1, PME-1 inh -2, LYPLA2 counter 3, PAFAH1B3 FP inh -5, pPAFAH FP inh -2, PAD4 inh 4, LYPLA1 inh 3 and PAFAH1B2 inh 5.
`COC(=O)c1cc(Br)c(=O)n(Cc2ccco2)c1` gave PAFAH2 inh 3, GSTO1 counter 4, PME-1 inh 0, LYPLA2 counter 8, PAFAH1B3 FP inh 4, pPAFAH FP inh 7, PAD4 inh -1, LYPLA1 inh 0 and PAFAH1B2 inh 1.
CN(C)C(=O)COc1ccc2ccc(=O)oc2c1 was read as PAFAH2 inh 0, GSTO1 counter -6, PME-1 inh -2, LYPLA2 counter 11, PAFAH1B3 FP inh 1, pPAFAH FP inh -2, PAD4 inh 0, LYPLA1 inh 2 and PAFAH1B2 inh -6.
Screening Cc1noc(C)c1S(=O)(=O)N1CCCC(C(=O)N2CCN(C3CCCCC3)CC2)C1 (stereo not given) returned PAFAH2 inh 0, GSTO1 counter 8, PME-1 inh 4, LYPLA2 counter -8, PAFAH1B3 FP inh 0, pPAFAH FP inh -11, PAD4 inh 0, LYPLA1 inh -2 and PAFAH1B2 inh -1.
For Cc1cc2nc(-c3ccc(SCc4ccc(C#N)cc4)nc3)[nH]c2cc1C the results were PAFAH2 inh -5, GSTO1 counter -10, PME-1 inh 3, LYPLA2 counter -24, PAFAH1B3 FP inh -1, pPAFAH FP inh 7, PAD4 inh 3, LYPLA1 inh -15 and PAFAH1B2 inh 1.
CC1=C(C(=O)OCC2CCCO2)C(c2ccc(C)cc2)C2=C(CC(C)(C)CC2=O)N1 (stereo not given) was read as PAFAH2 inh -1, GSTO1 counter 8, PME-1 inh -2, LYPLA2 counter 3, PAFAH1B3 FP inh -2, pPAFAH FP inh 1, PAD4 inh 1, LYPLA1 inh 3 and PAFAH1B2 inh -3.
`CCC(=O)Nc1ccc2nc3c(=O)[nH]c(=S)[nH]c3nc2c1` gave PAFAH2 inh 13, GSTO1 counter 13, PME-1 inh 5, LYPLA2 counter -3, PAFAH1B3 FP inh 12, pPAFAH FP inh 26*, PAD4 inh 0, LYPLA1 inh 0 and PAFAH1B2 inh 7.
`CCCCCN1C=CC(=C2C(=O)c3ccccc3C2=O)C=C1` gave PAFAH2 inh 3, GSTO1 counter 0, PME-1 inh 0, LYPLA2 counter 1, PAFAH1B3 FP inh 2, pPAFAH FP inh 1, PAD4 inh -4, LYPLA1 inh 4 and PAFAH1B2 inh -2.
`CCn1ncc(CN2CCCC(C(=O)c3cccc(OC(C)C)c3)C2)c1C` (stereo not given) gave PAFAH2 inh 2, GSTO1 counter 0, PME-1 inh 2, LYPLA2 counter 2, PAFAH1B3 FP inh 3, pPAFAH FP inh 4, PAD4 inh -1, LYPLA1 inh 1 and PAFAH1B2 inh 0.
For CC(NC(=O)C(=O)N/N=C\c1cccc([N+](=O)[O-])c1)c1ccccc1 (stereo not given) the results were PAFAH2 inh -4, GSTO1 counter 2, PME-1 inh -1, LYPLA2 counter 2, PAFAH1B3 FP inh 6, pPAFAH FP inh -4, PAD4 inh 2, LYPLA1 inh 3 and PAFAH1B2 inh 3.
For COc1ccc(OC)c(-c2cc(C(=O)Nc3sc4c(c3C#N)CCC(C)C4)c3ccccc3n2)c1 (stereo not given) the results were PAFAH2 inh -12, GSTO1 counter -3, PME-1 inh -7, LYPLA2 counter -3, PAFAH1B3 FP inh 5, pPAFAH FP inh 2, PAD4 inh -6, LYPLA1 inh -2 and PAFAH1B2 inh -1.
O=C(Nc1ccc2ccccc2c1)c1ccccc1O was read as PAFAH2 inh 7, GSTO1 counter -9, PME-1 inh -11, LYPLA2 counter -7, PAFAH1B3 FP inh 5, pPAFAH FP inh -1, PAD4 inh 1, LYPLA1 inh 4 and PAFAH1B2 inh 5.
For COc1ccc(CCN(C)C(=O)CCNC(=O)c2ccc(Br)cc2)cc1OC the results were PAFAH2 inh -5, GSTO1 counter 5, PME-1 inh -2, LYPLA2 counter 9, PAFAH1B3 FP inh 0, pPAFAH FP inh -5, PAD4 inh 0, LYPLA1 inh 3 and PAFAH1B2 inh 0.
Screening Cn1cc(S(=O)(=O)CC(=O)N2CCCc3ccccc32)c2ccccc21 returned PAFAH2 inh -1, GSTO1 counter 6, PME-1 inh 8, LYPLA2 counter 4, PAFAH1B3 FP inh -1, pPAFAH FP inh 1, PAD4 inh -2, LYPLA1 inh 0 and PAFAH1B2 inh 0.
Screening CSc1ccc(-c2nnn(Cc3ccccn3)n2)cc1 returned PAFAH2 inh -3, GSTO1 counter 1, PME-1 inh -6, LYPLA2 counter 9, PAFAH1B3 FP inh 4, pPAFAH FP inh 2, PAD4 inh 2, LYPLA1 inh 2 and PAFAH1B2 inh 0.
Screening Cc1ccc(/C=C/C(=O)N2CCN(c3cccc(C(F)(F)F)c3)CC2)cc1 returned PAFAH2 inh 0, GSTO1 counter -2, PME-1 inh -2, LYPLA2 counter 47*, PAFAH1B3 FP inh 10, pPAFAH FP inh 6, PAD4 inh -4, LYPLA1 inh 13 and PAFAH1B2 inh -1.
COC(=O)[C@@H](NC(=O)NCc1cccc(OC)c1)C(C)C was read as PAFAH2 inh -3, GSTO1 counter -4, PME-1 inh -2, LYPLA2 counter 0, PAFAH1B3 FP inh -1, pPAFAH FP inh 4, PAD4 inh -4, LYPLA1 inh -4 and PAFAH1B2 inh 4.
`Cn1c(SCc2c(F)cccc2Cl)nc2ccccc2c1=O` gave PAFAH2 inh -1, PME-1 inh 1, LYPLA2 counter 4, PAFAH1B3 FP inh 4, pPAFAH FP inh 6, PAD4 inh -2, LYPLA1 inh -2 and PAFAH1B2 inh -4.
Cc1cccc(NC(=O)CCC(=O)N/N=C/c2ccncc2)c1 was read as PAFAH2 inh -7, GSTO1 counter 3, PME-1 inh 2, LYPLA2 counter -15, PAFAH1B3 FP inh 12, pPAFAH FP inh 4, PAD4 inh -6, LYPLA1 inh -3 and PAFAH1B2 inh 4.
`Cc1ccc2cccc(OCc3ccc(Br)cc3)c2n1` gave PAFAH2 inh 2, GSTO1 counter 3, PME-1 inh 4, LYPLA2 counter 4, PAFAH1B3 FP inh 10, pPAFAH FP inh 6, PAD4 inh -1, LYPLA1 inh 1 and PAFAH1B2 inh 7.
OCCC1CN(Cc2ccc(F)cc2)CCN1CCc1ccccc1 (stereo not given) was read as PAFAH2 inh -11, GSTO1 counter 6, PME-1 inh 0, LYPLA2 counter 1, PAFAH1B3 FP inh 9, pPAFAH FP inh 5, PAD4 inh 3, LYPLA1 inh -3 and PAFAH1B2 inh 2.
Screening O=S(=O)(c1ccc(F)cc1)N1CCN=C1SCc1cccc(F)c1 returned PAFAH2 inh 0, GSTO1 counter 16, PME-1 inh 2, LYPLA2 counter 1, PAFAH1B3 FP inh 7, pPAFAH FP inh 7, PAD4 inh -5, LYPLA1 inh -2 and PAFAH1B2 inh -3.
CCCCc1c(C)nc2cc(-c3ccco3)[nH]n2c1=O was read as PAFAH2 inh -1, GSTO1 counter -7, PME-1 inh -12, LYPLA2 counter -2, PAFAH1B3 FP inh 2, pPAFAH FP inh 7, PAD4 inh -5, LYPLA1 inh -1 and PAFAH1B2 inh 6.
COCCn1c(-c2ccc(SC)cc2)nc2c1c(=O)[nH]c(=O)n2CC(C)C was read as PAFAH2 inh -6, GSTO1 counter -5, PME-1 inh 2, LYPLA2 counter 1, PAFAH1B3 FP inh 6, pPAFAH FP inh 1, PAD4 inh 2, LYPLA1 inh 2 and PAFAH1B2 inh -4.
`COc1ccc(C(NC(=O)c2cc(OC)ccc2OC)c2ccccc2)cc1` (stereo not given) gave PAFAH2 inh -8, GSTO1 counter -2, PME-1 inh 5, LYPLA2 counter -6, PAFAH1B3 FP inh 1, pPAFAH FP inh 6, PAD4 inh -1, LYPLA1 inh -4 and PAFAH1B2 inh 1.
For CSc1cc(-c2ccccc2)[nH]c(=O)c1C#N the results were PAFAH2 inh -1, GSTO1 counter 2, PME-1 inh 2, LYPLA2 counter 4, PAFAH1B3 FP inh 6, pPAFAH FP inh 2, PAD4 inh 0, LYPLA1 inh -3 and PAFAH1B2 inh 10.

Looked up by compound from the list above (3):
CCCCc1c(C)nc2cc(-c3ccco3)[nH]n2c1=O was read as PAFAH2 inh -1, GSTO1 counter -7, PME-1 inh -12, LYPLA2 counter -2, PAFAH1B3 FP inh 2, pPAFAH FP inh 7, PAD4 inh -5, LYPLA1 inh -1 and PAFAH1B2 inh 6.
Screening O=S(=O)(c1ccc(F)cc1)N1CCN=C1SCc1cccc(F)c1 returned PAFAH2 inh 0, GSTO1 counter 16, PME-1 inh 2, LYPLA2 counter 1, PAFAH1B3 FP inh 7, pPAFAH FP inh 7, PAD4 inh -5, LYPLA1 inh -2 and PAFAH1B2 inh -3.
For CSc1cc(-c2ccccc2)[nH]c(=O)c1C#N the results were PAFAH2 inh -1, GSTO1 counter 2, PME-1 inh 2, LYPLA2 counter 4, PAFAH1B3 FP inh 6, pPAFAH FP inh 2, PAD4 inh 0, LYPLA1 inh -3 and PAFAH1B2 inh 10.
